VEEV TC-83 Vero: inhibitors of VEEV TC-83 cytopathic effect, confirmation, Vero cells (AID 588727); one-dose inhibition, % at 20 µM; IC50 in µM for titrated hits; Vero cells, VEEV TC-83 cytopathic effect inhibition; higher % means a stronger effect; hit rate 0.13% among 350,000; in the data active = a potency from the dose series; inconclusive = inhibition mostly from about 14% at the one dose, without a potency; inactive = the rest, 99 in 100 with inhibition below about 12%; note: strong numbers were not always called active
H1N1 NS1A inhibition: H1N1 influenza NS1A inhibitors, functional cell based assay (AID 504329); NS1A functional cell-based assay, percent inhibition; higher % means a stronger effect; one-dose inhibition, % at 12.5 µM; IC50 in µM for titrated hits; hit rate 0.3% among 340,000; in the data active = a potency from the dose series; inconclusive = inhibition above about 27% without an active follow-up result; note: strong numbers were not always called active
H37Rv inhibition: M. tuberculosis growth inhibition, HTS (AID 449762) | M. tuberculosis H37Rv growth inhibition, 7H9 media; higher % means a stronger effect | inhibition, % at 25 µM; hits with a dose series show IC50 in µM | hit rate 0.59% among 330,000; in the data active = a potency from the dose series; inconclusive = inhibition above about 70% without an active follow-up result;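 note: bacterial growth assessed after seven days of incubation; strong numbers were not always called active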
tuberculosis growth: growth inhibition of non-replicating M. tuberculosis (AID 488890) | hit rate 0.39% among 320,000 | Mycobacterium tuberculosis non-replicating, growth inhibition; higher % means a stronger effect | one-dose inhibition, % at 25 µM; IC50 in µM for titrated hits; in the data active = a potency from the dose series; inconclusive = inhibition mostly from about 82% at the one dose, without a potency; inactive = the rest, 99 in 100 with inhibition below about 76%;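 note: plate controls were DMSO cells for no effect and high antibiotic wells for full effect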
Salmonella PhoP GFP: PhoP regulon inhibitors, Salmonella typhi PhoP promoter GFP reporter, confirmatory (AID 1850); Salmonella Typhi PhoP-promoter GFP reporter, fluorescence, 4 h; higher % means a stronger effect; inhibition, % at 50 µM; hits with a dose series show IC50 in µM; hit rate 0.33% among 310,000; in the data active = a potency from the dose series; inconclusive = inhibition mostly from about 25% at the one dose, without a potency; inactive = the rest, 99 in 100 with inhibition below about 19%;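 note: 0% = induced wells with vehicle and 100% = uninduced wells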
VEEV TC-83 Vero 10K pilot screen: also measured in VEEV TC-83 Vero; calls as there; inhibition, %; measured here: 10K pilot screen inhibition
Numbers without * were called inactive; i = inactive; ? = inconclusive; . = not tested or not shown.

SMILES	VEEV TC-83 Vero	H1N1 NS1A inhibition	H37Rv inhibition	tuberculosis growth	Salmonella PhoP GFP	others
COc1ccc(-c2csc(N3C(=O)C4C5c6ccccc6C(c6ccccc65)C4C3=O)n2)cc1 (stereo not drawn)	6.6%	-1%	-3%	2%	4%
CCOc1ccc(C2C3=C(CCCC3=O)Nc3ccc4ncccc4c32)cc1 (stereo not drawn)	1.6%	-7%	-1%	32%	-5%
CCNc1nc(NC(C)(C)C)nc(N(CC)n2cnnc2)n1	i	7%	0%	17%	-1%
COc1ccc(CCN(C)C2CCCN(S(C)(=O)=O)C2)cc1OC (stereo not drawn)	i	-1%	-6%	-24%	6%
COC(=O)C1=C(C)NC(C)=C(C(=O)OC)C1C(=O)OCC(=O)N1CCCCC1C (stereo not drawn)	i	14%	.	.	.
Cc1ccc(S(=O)(=O)N2CCN(c3ccc(N4CCOCC4)nn3)CC2)cc1[N+](=O)[O-]	1.3%	-2%	-5%	-7%	7%
O=C(CSc1nnc(-c2ccccc2)n1-c1ccccc1)N1c2ccccc2Sc2ccccc21	4.1%	5%	8%	0%	-8%
CC12CCC(=O)N1C(C(=O)NCc1ccccc1Cl)CS2 (stereo not drawn)	0.7%	-13%	-6%	-12%	5%
C=C(C)Cn1c(CCn2c3ccccc3c3ccccc32)n[nH]c1=S	6.7%	-3%	0%	-5%	-4%
Oc1c(C(Nc2ccccn2)c2ccccn2)ccc2cccnc12 (stereo not drawn)	9.3%	8.2µM*	6%	14%	1%
O=C(Nc1ccc2c(c1)nc1n2CCSC1)c1ccco1	0.8%	0%	?	-16%	5%
Cc1cccc(OCCCC(=O)NCc2ccco2)c1	i	12%	-4%	65%	3%
COc1nc(Nc2ccc(O)cc2)nc(OC(C(F)(F)F)C(F)(F)F)n1	i	1%	-16%	21%	17%	VEEV TC-83 Vero 10K pilot screen=0.5
O=C(NCCc1ccc(Cl)cc1)C1CCN(S(=O)(=O)c2cccs2)CC1	4.5%	9%	6%	34%	1%
CC(C)NS(=O)(=O)c1ccc2c3c(cccc13)CC2	0.2%	-2%	-2%	-9%	14%
NNC(=O)CNS(=O)(=O)c1ccc([N+](=O)[O-])cc1	0.2%	2%	4%	6%	8%
COc1cccc(NC(=O)CSc2nnnn2C2CCCC2)c1	2.0%	-2%	1%	36%	2%
COc1ccc2nc(C)cc(SCC(=O)OC(C)C)c2c1	1.4%	-2%	?	72%	7%
Cc1cc(N2CCC(N(C)C3CCCC3)CC2)nc2cc(O)ccc12	i	24%	2%	.	0%
Cc1cc(S(=O)(=O)NC(C)C)ccc1OCC(=O)Nc1ccc2c(c1)OCCO2	2.2%	0%	-2%	-9%	5%
COc1cccc(NC(=O)c2cccc(C(=O)Nc3cccc(OC)c3)c2)c1	1.4%	-4%	-1%	-7%	4%
O=S(=O)(Nc1ccc(N2CCCCC2)cc1)c1ccccc1	0.9%	2%	-7%	-8%	-9%
Cn1c2ccccc2n2c(=O)c(=O)n(CC(=O)N3CCCc4ccccc43)nc12	.	.	-8%	-28%	-11%
CCCCC(=O)N/N=C/c1c(O)n(-c2ccccc2)c(=O)[nH]c1=O	0.8%	17%	7%	-5%	1%
O=C(NC(N1CCOCC1)C(Cl)(Cl)Cl)c1cc([N+](=O)[O-])cc([N+](=O)[O-])c1 (stereo not drawn)	0.8%	3%	20%	38%	2%
The listing continues:
SMILES	VEEV TC-83 Vero	H1N1 NS1A inhibition	H37Rv inhibition	tuberculosis growth	Salmonella PhoP GFP	others
CCOC(=O)N1CCC(N(CCN(C)C)C(=S)Nc2cc(C)ccc2C)CC1	0.4%	-3%	9%	-9%	8%
C[C@@]12CCC3[C@@](CCC4[C@@]3(C)CCC[C@@]4(C)C(=O)O)(CC1=O)C2 (stereo partly drawn)	0.0%	-9%	4%	0%	.
CCCN(C(=O)c1ccco1)c1nnc(-c2ccccc2C)s1	3.7%	3%	8%	73%	-7%
O=C(O)C1CC=CCC1C(=O)N1CCN(c2nc(-c3ccccc3Cl)c3cc(Br)ccc3n2)CC1 (stereo not drawn)	i	-16%	46µM*	?	3%
Cc1nc2ccccc2n1CC(=O)NN	0.4%	4%	7%	19%	-6%
O=C(c1cccc(S(=O)(=O)Nc2ccccc2Cl)c1)N1CCN(c2ccccc2O)CC1	1.8%	-16%	-12%	22%	.
O=C(NCC1CCCO1)C1CCN(S(=O)(=O)c2ccccc2)CC1 (stereo not drawn)	0.4%	6%	-8%	-9%	13%
CCCc1c(O)nc(SCC(=O)O)[nH]c1=O	1.4%	-11%	6%	9%	-13%
COc1ccc(/C=C2\CCc3ccccc3C2=O)cc1CN1CCOCC1	5.6%	1%	-4%	17%	6%
Cc1ccc(C(=O)OCC(=O)Nc2cccc(S(=O)(=O)N3CCCCC3)c2)o1	i	4%	-4%	20%	.
CCNC(=O)N1CCCC(C(=O)c2ccc(-c3ccccc3)cc2)C1 (stereo not drawn)	2.6%	-1%	12%	2%	1%
Cc1cccc2c1cnn2C(=O)CCC(=O)N1CCC(C)CC1	2.1%	-4%	-8%	22%	3%
O=C(NNC(=O)c1ccc(-n2cncn2)c([N+](=O)[O-])c1)c1cccc(Cl)c1	2.8%	-6%	-10%	-7%	2%
CC(=O)Cn1cnc2sc(-c3ccccc3)cc2c1=O	i	3%	-3%	3%	0%
Cc1cc2c3c([nH]c2cc1S(=O)(=O)NCc1ccc(CN2CCCCCC2)o1)CC(C)(C)CC3=O	0.4%	-8%	-6%	23%	-7%
COc1ccc(NC(=O)c2ccc(S(=O)(=O)N3CCOCC3)o2)cc1	1.0%	-1%	-11%	10%	6%
COc1ccc(NC(=O)CS(=O)c2cccc(Cl)c2)cc1 (stereo not drawn)	2.9%	-13%	1%	12%	-6%
COC/C=C/C1=CC2=CC(=O)C(C)(OC(=O)c3cnc4ccccc4n3)C(=O)C2=CN1CCc1c[nH]c2ccccc12 (stereo not drawn)	.	.	3%	-1%	5%
O=C(c1ccoc1)N1CCCC(N2CCN(c3ccc(F)cc3)CC2)C1 (stereo not drawn)	i	-4%	-12%	-6%	5%
N/C(=N\OC(=O)Cc1ccc(Cl)cc1)c1cccnc1	4.7%	-2%	-6%	71%	8%
COc1ccc(C2(c3ccc(OC)cc3)NC(=O)N(CC(=O)NC3(C#N)CCCCC3)C2=O)cc1	i	2%	6%	23%	.
CC(=O)Oc1ccc2occ(/C=N/c3cc(=O)[nH]c(=S)[nH]3)c(=O)c2c1	0.3%	-1%	-4%	-31%	14%
Cn1c(=O)c(C(=O)c2ccc(S(C)(=O)=O)c(Cl)c2Cl)c(O)c2ccccc21	2.9%	-2%	5%	2%	-1%
O=C(COc1ccc2ccccc2c1)NNC(=O)c1cccs1	0.3%	-2%	9%	4.5µM*	-9%
COc1cc(S(=O)(=O)n2nc(C)cc2C)ccc1Cl	1.2%	-7%	4%	-6%	2%
Further compounds
SMILES	VEEV TC-83 Vero	H1N1 NS1A inhibition	H37Rv inhibition	tuberculosis growth	Salmonella PhoP GFP	others
CC(Cc1ccccc1)NC(=O)CSc1nc2nc3c(cc2c(=O)n1-c1ccccc1)COC(C)(C)C3 (stereo not drawn)	0.5%	-1%	-9%	9%	-4%
CC(=NNC(=S)Nc1cccc(C)c1)c1ccccn1	1.4%	8.5µM*	.	.	.
COC(=O)c1cn(NC(=O)c2ccc(F)cc2)c(=O)c2ccccc12	3.4%	0%	6%	11%	2%
CC1(C)CC(=O)C=C(NC2=CC3OC(c4ccccc4)OCC3OC2=O)C1 (stereo not drawn)	0.5%	-9%	-10%	-13%	8%
COc1ccc(/C=C/c2nnc(NC(=O)COc3ccc(C)cc3)s2)cc1	0.6%	-3%	-2%	17%	1%
CCOC(=O)c1nnn(-c2ccc(OC)cc2)c1N	0.8%	4%	3%	-9%	10%
NCc1ccccc1	1.6%	-4%	-3%	-11%	-8%
Cc1cc(NC(=O)COC(=O)c2ccccc2S(=O)(=O)N(C)c2ccccc2)no1	>25µM*	-6%	7%	9%	-1%
O=C1CCCC/C=C\C[C@H](CC(=O)N(CCO)Cc2ccccc2)C(=O)N[C@@H](c2ccccc2)CO1	0.5%	-12%	-3%	36%	.
CCOC(=O)Nc1cc(C(=O)OC)cc(C(=O)OC)c1	0.8%	1%	3%	-3%	9%
Cc1cc(C(=O)Nc2cccc(S(=O)(=O)N3CCCC3)c2)c2ccccc2n1	0.0%	-2%	-2%	1%	.
COc1cccc(NC(=O)c2c(C)cc(C)cc2CC(C)(C)C(=O)O)c1	1.9%	-15%	-12%	-5%	7%
COc1ccccc1-c1nc2n(n1)C(c1cccs1)C(C(=O)Nc1cccnc1)=C(C)N2 (stereo not drawn)	2.6%	0%	1%	-2%	-2%
CC(=O)Cc1nsc(Nc2cccc(C)c2)n1	2.2%	4%	5%	5%	6%
O=C(CN1C(=O)C2CCCCC2C1=O)Nc1nc(-c2ccc(F)cc2)cs1 (stereo not drawn)	7.8%	-1%	25%	12%	5%
CCC[N+](CC#CCO)(CC#Cc1ccccc1)CCC	2.5%	-3%	-8%	17%	11%
CN(C)C(=O)Oc1ccc(OCc2nc3ccccc3[nH]2)cc1	i	8%	-6%	-2%	1%
COC(=O)c1ccc(/C=N/N2CCN(Cc3ccc(C)cc3C)CC2)cc1	i	4%	5%	52%	-1%
C=CCN1N=C(c2ccc(Cl)s2)CSC1=O	i	-4%	16%	30%	6%	VEEV TC-83 Vero 10K pilot screen=0.1
CCOC(=O)[C@H]1[C@H]2COc3cc(OC)ccc3[C@@H]2N2C(=O)CN(Cc3ccccc3)C(=O)[C@@]12C	7.0%	-8%	-1%	28%	.
CN(CCS(=O)(=O)c1ccc(Cl)cc1)Cc1cccnc1	i	-20%	2%	i	-2%
CCN(CC)S(=O)(=O)c1ccc(C(=O)OCCN2C(=O)CCC2=O)cc1	0.4%	2%	-3%	-23%	0%
CC(=O)c1cccc(NC(=O)CCS(=O)(=O)c2ccc(Br)s2)c1	0.5%	-5%	8%	-3%	7%
CC(=O)c1ccc(S(=O)(=O)N(C)C(C)CCc2ccco2)cc1 (stereo not drawn)	0.5%	-2%	-10%	20%	4%
Cc1ccc(C)c(NC(=O)C2CCC(C)(C(=O)O)C2(C)C)c1 (stereo not drawn)	i	-12%	1%	5%	-9%
The results go on:
SMILES	VEEV TC-83 Vero	H1N1 NS1A inhibition	H37Rv inhibition	tuberculosis growth	Salmonella PhoP GFP	others
CSC1=N/C(=C\c2cccc(F)c2)C(=O)S1	3.2%	4%	-2%	?	0%
CC(C)Sc1nc(-c2ccccc2)cc(=O)[nH]1	0.8%	-10%	0%	-2%	14%
CCN(c1ccc(OCC(=O)OCC(=O)c2c(N)n(C)c(=O)n(C)c2=O)cc1)S(=O)(=O)c1ccccc1	i	-4%	-5%	7%	10%
CCc1ccc(NC(=O)Cn2nnc(C(=O)NCc3ccco3)c2N)cc1	1.4%	-1%	-9%	-1%	-6%
CCCc1cc(-c2n[nH]c(C(=O)OCC)c2-c2cscn2)c(O)cc1O	i	4%	-5%	8%	-4%
COc1cc(/C=C/C(=O)OCC(=O)Nc2ccc(S(N)(=O)=O)cc2)ccc1O	1.0%	4%	2%	22%	8%
Cc1ccc(S(=O)(=O)C2(C(=O)NC3CCCCC3)CC2)cc1	0.1%	4%	3%	-11%	9%
COc1ccc(C2/C(=C(/O)c3ccc(C)cc3)C(=O)C(=O)N2CCCN2CCOCC2)cc1 (stereo not drawn)	0.1%	-5%	2%	-2%	1%
CC1CCCC(NC(=O)C2CCC(CNc3c(N4CCCCC4)c(=O)c3=O)CC2)C1C (stereo not drawn)	i	-5%	-2%	3%	-10%

High-throughput results from PubChem BioAssay.

Rows are unselected; about 1.5% have a hit in one of these screens.
